Assay outcomes (PubChem BioAssay)
ALDH1A1 inh = qHTS Assay for Inhibitors of Aldehyde Dehydrogenase 1 (ALDH1A1). Potency, µM (top dose mostly 75.3 µM), for the others: at the top dose activity, negative = inhibition, actives largely listed as inhibitors. AID 1030, 2008. Aldehyde dehydrogenase 1A1 (Homo sapiens), P00352. Purified ALDH1A1, NADH fluorescence, propionaldehyde substrate. 220,000 tested, 7.3% active; active = well fitted inhibition curve with a large enough effect, not every such curve was filed as active; inconclusive = small, poorly fitted or top-dose-only effect, or another doubt; inactive = no such curve, though single readings can be large or run the other way;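 note: plate controls were no enzyme wells and a reference inhibitor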
Target sequence (P00352 whole entry, looked up): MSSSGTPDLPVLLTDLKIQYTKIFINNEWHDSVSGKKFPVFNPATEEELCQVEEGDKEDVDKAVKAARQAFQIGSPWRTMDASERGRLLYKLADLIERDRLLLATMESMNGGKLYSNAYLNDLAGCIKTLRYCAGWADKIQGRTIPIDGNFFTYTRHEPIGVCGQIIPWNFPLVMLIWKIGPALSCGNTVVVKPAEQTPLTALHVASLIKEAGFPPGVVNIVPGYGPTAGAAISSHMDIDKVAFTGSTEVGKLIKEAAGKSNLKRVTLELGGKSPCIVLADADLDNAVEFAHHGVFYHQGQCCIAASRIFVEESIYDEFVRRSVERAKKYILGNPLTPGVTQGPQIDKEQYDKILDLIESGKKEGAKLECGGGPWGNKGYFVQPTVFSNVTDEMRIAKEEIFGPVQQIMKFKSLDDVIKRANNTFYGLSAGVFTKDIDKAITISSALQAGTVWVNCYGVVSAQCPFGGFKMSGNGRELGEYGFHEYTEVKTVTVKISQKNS
TR SRC2 fluor cs = Total Fluorescence Counterscreen for Inhibitors of the Interaction of Thyroid Hormone Receptor and Steroid Receptor Coregulator 2 | TRb/SRC2 Texas Red total fluorescence interference | Potency, µM (doses to about 106 µM), without a hit: at the top dose fluorescence change, negative = quenching | 280,000 tested, 0.29% active; active = well fitted curve in either direction with a large enough effect; inconclusive = small, poorly fitted or top-dose-only effect; note: % is set by controls: 0 for no effect and ±100 for the full control effect
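Flags fluorescent or light-absorbing compounds by total fluorescence, S + 2P, at 555 nm excitation and 632 nm emission. Mixture: 20 nM Texas Red SRC2 peptide, 0.6 uM human TRb LBD, 1 uM T3, 5% DMSO; compound exposure 5 h at ambient temperature.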
JMJD2E inh = qHTS Assay for Inhibitors of Human Jumonji Domain Containing 2E (JMJD2E). Potency, µM (top dose mostly 57.1 µM), inactives show at the highest dose activity change, negative = inhibition, most hits filed as inhibitors. JMJD2E catalytic domain, FDH-coupled NADH fluorescence (FDH is formaldehyde dehydrogenase). 230,000 tested, 1.6% active. Lysine-specific demethylase 4E (Homo sapiens), B2RXH2; active = well fitted inhibition curve with a large enough effect, not every such curve was filed as active; inconclusive = small, poorly fitted or top-dose-only effect, or another doubt; inactive = no such curve, though single readings can be large or run the other way;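 note: 0% = wells with enzyme and -100% = buffer wells without enzyme; nearly all actives have a fitted effect of over 50% in size; many of its hits are not listed in these tables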
SMN2 splice enh = qHTS Assay for Enhancers of SMN2 Splice Variant Expression; Potency, µM (doses to about 46.1 µM), inactives show top-dose activity change, positive = activation, most hits filed as activators; HEK293 SMN2-luciferase splicing reporter, luminescence, 30-36 h; AID 1458, 2008; 210,000 tested, 2.8% active; note: % of control where 0% means no effect; nearly all actives have a fitted effect of over 55% in size
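HEK293 cells carry an SMN2 minigene-luciferase reporter in which exon 7 inclusion puts luciferase in frame. Cells were seeded at 2000 cells/well, attached for 10-12 hours, then exposed to compounds for 30-36 hours at 37C before ONE-Glo luminescence.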
TRb SRC2 PPI = qHTS for Inhibitors of the Interaction of Thyroid Hormone Receptor and Steroid Receptor Coregulator 2; Thyroid hormone receptor beta (Homo sapiens), P10828; TRbeta-SRC2 peptide binding, fluorescence polarization; receptor liganded with 1 µM T3; Potency, µM (series often up to 106 µM), for inactives: top-dose activity change, negative = inhibition, most hits filed as inhibitors; 280,000 tested, 0.065% active; AID 1469, 2008;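 note: plate controls were bound peptide for no effect and peptide without receptor for full effect; nearly all actives have a fitted effect of over 50% in size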
Target sequence (P10828 whole entry, looked up): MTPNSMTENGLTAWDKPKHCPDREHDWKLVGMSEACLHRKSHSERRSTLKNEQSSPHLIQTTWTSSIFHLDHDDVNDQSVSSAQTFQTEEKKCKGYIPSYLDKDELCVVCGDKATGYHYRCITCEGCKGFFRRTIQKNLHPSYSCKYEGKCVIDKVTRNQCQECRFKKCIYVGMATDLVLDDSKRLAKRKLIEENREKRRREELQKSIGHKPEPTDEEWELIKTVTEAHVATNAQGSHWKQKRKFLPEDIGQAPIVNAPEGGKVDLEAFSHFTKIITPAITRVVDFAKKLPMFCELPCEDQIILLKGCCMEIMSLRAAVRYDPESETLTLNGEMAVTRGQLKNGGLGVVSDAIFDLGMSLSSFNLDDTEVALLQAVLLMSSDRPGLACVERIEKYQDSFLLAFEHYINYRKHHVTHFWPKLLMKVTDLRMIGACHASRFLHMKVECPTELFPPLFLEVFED
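Each compound concentration gave % activity, normalized to unbound and bound Texas Red SRC2 controls, from polarization read after 5 hr ambient incubation with T3-loaded human TRb LBD.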
Lamin A splicing = qHTS Assay for Modulators of Lamin A Splicing; Potency, µM (highest dose often 46.1 µM), inactives show at the highest dose ratio change, negative = inhibition, actives largely listed as inhibitors; HeLa LMNA splicing GFP/RFP minigene ratio, 48 h; 200,000 tested, 0.01% active; AID 1487, 2009; active = well fitted inhibition curve with a large enough effect in the signal ratio, with a control signal flat, not every such curve was filed as active; inconclusive = small, poorly fitted or top-dose-only effect, or effect the other way, or a change in a side signal; the % refers to the signal ratio; note: % is set by controls: 0 for no effect and ±100 for the full control effect
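S3 HeLa cells stably expressing lamin A-EGFP splicing minigene plus DsRed2, 600 cells/well, 48 h compound exposure at 37C. Laser-scanning cytometry; analysed as GFP (500-530 nm)/RFP (575-640 nm) total intensity ratio; 0.5% DMSO vehicle.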
RGS12 GoLoco inh = qHTS Assay for Inhibitors of RGS12 GoLoco Motif Activity (Red Fluorophore); Guanine nucleotide-binding protein G(i) subunit alpha-1 (Homo sapiens), P63096; 230,000 tested, 0.44% active; Potency, µM (doses to about 61.6 µM), inactives show top-dose activity, negative = inhibition, actives largely listed as inhibitors; Gai1:RGS12 GoLoco peptide FP, rhodamine, 10 min; active = well fitted inhibition curve with a large enough effect, not every such curve was filed as active; inactive = no such curve, though single readings can be large or run the other way; note: % is set by controls: 0 for no effect and ±100 for the full control effect; nearly all actives have a fitted effect of over 30% in size; many of its hits are not listed in these tables
RECQ1 inh = qHTS Assay for Inhibitors of RecQ-Like Dna Helicase 1 (RECQ1) | ATP-dependent DNA helicase Q1 (Homo sapiens), P46063 | RECQ1 DNA unwinding, red fluorescence kinetic read | Potency, µM (titrated, usually from 57.3 µM), for the others: at the top dose activity, negative = inhibition, actives largely listed as inhibitors | 240,000 tested, 0.54% active | AID 2549, 2010;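 note: plate controls were vehicle for no effect and no enzyme for full effect; nearly all actives have a fitted effect of over 30% in size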
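50 nM RECQ1T1 preincubated 15 min with compound in Tris pH 8.0 buffer with MgCl2, DTT, Tween-20 and 2.5 ug/ml poly(dI-dC); started with 200 nM TAMRA/BHQ-2 forked duplex and 2 mM ATP. Unwinding read as fluorescence (525/598 nm), two reads 2 h apart.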
* = called active by the depositor; i = inactive; ? = inconclusive; . = not tested or not shown; [ ] = dose if it differs, or a comment. Unless noted, calls come from the whole dose curve; as a rule, active = well fitted curve in the direction sought with a large enough effect; inconclusive = small, poorly fitted or top-dose-only effect, or another doubt; inactive = no such curve, though single readings can be large; an effect the other way counts as inactive or inconclusive. Potency is the fitted concentration of half-maximal effect. A portion of the library, so the mix of outcomes need not match the whole.

SMILES | ALDH1A1 inh | TR SRC2 fluor cs | JMJD2E inh | SMN2 splice enh | TRb SRC2 PPI | Lamin A splicing | RGS12 GoLoco inh | RECQ1 inh
C=CCNC(=S)N/N=C(\C)c1ccc(-n2ccnc2)cc1 | 1.0% | -0.5% | -2.5% | 14.8% | 2.0% | . | 4.0% | i
COC(=O)c1sc2ccccc2c1-n1cccc1C(=O)C(=O)Nc1ccc(Cl)cc1 | -12.6% | 1.5% | -5.9% | 0.7% | 5.4% | 6.1% | 24.9% | 5.6%
OC1CCCN(Cc2ccc3ccc4cccc5ccc2c3c45)C1 (stereo not drawn) | -15.2% | -3.4% | ? | -6.9% | -1.4% | ? | 5.4% | 33.8%[activator]
COc1ccc2nc(Nc3ccccc3OC)sc2c1 | -5.1% | -6.0% | -7.7% | 2.82µM* | -1.1% | . | -6.5% | i
Nc1nc2ccccc2[nH]1 | 20µM* | -0.7% | . | -5.7% | 12.2% | . | -1.0% | 9.6%
Cc1ccn2c(CN(C)CCn3nc(C)cc3C)c(C(=O)N3CCCCCC3)nc2c1 | -5.2% | -0.2% | -7.1% | . | 2.4% | . | -5.1% | -5.6%
Cc1cccc(/C(N)=N/OC(=O)COc2ccc(Cl)c(C)c2)c1 | -8.9% | -0.2% | -3.1% | 1.1% | -10.9% | -7.2% | 4.9% | -8.3%
C=CCNC(=O)NC(=O)COC(=O)c1ccccc1Sc1ccc(C(F)(F)F)cc1[N+](=O)[O-] | 7.4% | 1.0% | 1.7% | -7.0% | 0.4% | 8.0% | 5.6% | i
O=C(NNc1cccc(Cl)n1)c1ccccc1CC[N+](=O)[O-] | -1.6% | -0.6% | ? | -19.9% | 0.8% | 4.8%[9.22 µM] | -8.9% | -7.4%
CC(C)(O)C#Cc1ccc(C(=O)N2CCN(c3ccc(F)cc3)CC2)cc1 | 2.2% | 0.1% | -4.6% | -28.7% | 5.4% | . | -0.9% | -9.9%
COc1cccc2cc(C(=O)OCC(=O)NCc3ccc4c(c3)OCO4)c(=O)oc12 | -7.5% | -4.6% | -4.8% | . | -3.5% | ? | 6.2% | -8.5%
CCN(CC)CCOC(=O)c1cccc(OC)c1 | 2.8% | 2.6% | -4.2% | ? | 4.6% | 13.2% | -0.3% | -3.4%
Cc1cc2cc(CN(CC3CCCO3)C(=S)NCc3ccco3)c(=O)[nH]c2cc1C (stereo not drawn) | ? | 4.1% | ? | 5.9% | 3.9% | ? | 13.4% | -9.9%
CCOc1ccccc1C1CC(=O)NC2=C1C(=O)CC(C)(C)C2 (stereo not drawn) | 1.6% | 0.4% | -1.2% | 14.4% | -3.3% | 6.5% | -0.9% | i
O=c1[nH]c(=O)n(C2CCCO2)cc1Br (stereo not drawn) | 16.0% | 0.8% | 1.1% | 35.5µM* | 4.5% | ? | 9.6% | -5.7%
COc1ccc([N+](=O)[O-])cc1N(CC(=O)O)S(C)(=O)=O | 31.6µM* | -1.9% | -3.5% | -1.4% | 8.3% | 0.4%[46 µM] | -10.2% | i
COc1ccc(/C=C/C(=O)c2ccc(Cl)cc2)c(OC)c1 | 2.2% | -6.5% | -17.5% | -20.1% | -0.2% | ? | -4.8% | -24.3%
COc1ccc(-n2cc(CN3CCC(OC)CC3)c(-c3cccc(F)c3)n2)cc1 | ? | -4.0% | -0.7% | . | -4.0% | . | -9.8% | i
Fc1cccc(NC(=S)NCc2ccccc2Cl)c1 | ? | 0.9% | -5.4% | . | 0.8% | . | 1.5% | -5.5%
Cc1ccc(/C=C/C(=O)O)cc1S(=O)(=O)NCCCO | -6.6% | 0.6% | 9.2% | -1.6% | 8.8% | -5.7% | 0.5% | 7.1%
Cc1cccc(CNc2ncncc2-c2cccnc2)c1 | -5.9% | . | . | . | . | -6.1% | -1.8% | i
Cc1ccc(C(=O)CNc2cccc(Cl)c2)cc1 | 22.4µM* | 0.0% | -3.6% | 3.2% | 3.6% | -3.4% | -1.2% | -5.5%
C/C(=C/C(=O)N1CCc2ccccc21)C(=O)O | ? | -51.0% | 7.9% | 7.5% | 2.2% | -10.3% | 2.3% | -3.5%
CC(=O)Nc1ccccc1C(=O)C(=O)Nc1ccccc1 | 13.2% | 0.7% | -26.0% | ? | 8.7% | ? | 7.4% | -15.3%
Cc1cc(Oc2ccccc2)nc(SCC(=O)Nc2ccc(Cl)cc2Cl)n1 | -5.5% | 0.0% | 2.5% | -25.4% | -2.4% | ? | 1.7% | -4.1%
CC(=O)Nc1cccc(NC(=O)C2CCCN2C(=O)Nc2cccc(F)c2)c1 (stereo not drawn) | 4.4% | 0.8% | 1.5% | . | -10.4% | 6.1% | . | -11.0%
COc1cc(NC(=O)Cc2cccs2)c(C(=O)O)cc1OC | 1.7% | -6.0% | -13.9% | -0.2% | -1.9% | 12.3%[46 µM] | 21.6% | i
Cc1cc(C)n2c(nc3ccccc32)c1C(=O)NN | ? | -3.0% | ? | . | 0.8% | . | 4.7% | -9.6%
COc1ccccc1N1C(C)=CC(=C(C#N)c2nc3ccccc3s2)C=C1C | -0.4% | 1.4% | 1.0% | -42.9%[inhibitor] | -1.9% | 11.5% | 8.9% | 24.3%
CC(C)CCNC(=O)CNC(=S)N(CCCN1CCOCC1)Cc1cccs1 | 5.6% | 1.4% | 2.9% | -2.2%[1.84 µM] | 2.1% | -6.7% | -1.1% | -0.9%
COc1cccc(/C=N/n2c(-c3cc(C)[nH]n3)n[nH]c2=S)c1OC | . | -2.1% | 7.5% | . | 0.6% | . | 6.8% | 2.3%
O=C(COc1ccc(Cl)cc1Cl)NCC(=O)N/N=C/c1c[nH]c2ccccc12 | 1.1% | -1.3%[53 µM] | -0.8% | 12.1% | 0.8%[53 µM] | 6.2% | -11.1% | -0.9%
O=C1CC(N2CCN(c3ccc(S(=O)(=O)N4CCCC4)cc3)CC2)C(=O)N1c1ccc(F)cc1 (stereo not drawn) | ? | -3.3% | -0.3% | -5.1% | 5.7% | 7.5% | -3.6% | i
Cc1nn(C)c(C)c1/C=C/C(=O)O | 16.9% | 0.3% | 6.6% | 0.3% | -2.0% | -8.6%[46 µM] | 8.7% | -2.3%
Cc1cccc(C)c1NC(=O)CN(C)C(=O)/C=C/c1cccs1 | 2.5% | 1.5% | 4.6% | -2.6% | -1.6% | -1.1% | 0.2% | 4.3%
Cc1c(Cl)cccc1NC(=S)Nc1ccc2[nH]c(=O)[nH]c2c1 | . | -0.4% | -1.0% | . | -6.4% | . | -2.9% | 6.5%
COc1ccc(N2CCN(CC(=O)NC(=O)NCc3ccco3)CC2)cc1 | 13.5% | -4.8% | -8.1% | . | -4.5% | -16.3% | . | -10.8%
Cc1cccc(NC(=O)CC23CC4CC(C2)CC(n2nnc(C)n2)(C4)C3)c1 | 0.2% | -1.2% | -1.3% | -64.7%[inhibitor] | 7.3% | ? | 8.4% | 2.2%
CCN(CC)C(=O)CSc1nnc(CCN)o1 | 3.9% | -1.9% | 5.9% | -2.6% | 1.7% | 3.5% | 0.8% | i
O=C(NCc1ccco1)C(C(=O)c1ccc(F)cc1)n1ccccc1=O (stereo not drawn) | -2.8% | -5.9% | -1.3% | -14.6% | -1.9% | 7.1% | -15.3% | 1.1%
O=C1C2C3C=CC(C3)C2C(=O)N1c1ccncc1 (stereo not drawn) | 5.9% | -1.0% | -3.4% | -6.9% | 0.0% | 10.0% | 2.5% | -4.0%
CCCCOC(=O)/C=C\C(=O)NC(N)=O | -15.7% | -2.9% | -2.1% | . | -2.8% | ? | -6.6% | -12.3%
CCC(=O)Nc1cc2c(C)cc(=O)oc2cc1C | ? | 0.3% | ? | 1.8% | 10.7% | 5.5% | -15.3% | -4.8%
COc1cc(C(=O)NCCC(=O)NCCN2CCOCC2)cc(OC)c1OC | 3.7% | -0.5% | -4.8% | -0.8% | -8.1% | 4.8% | -4.6% | -9.1%
O=C(COC(=O)/C=C/c1ccc([N+](=O)[O-])cc1)NCC1CCCO1 (stereo not drawn) | 2.3% | -0.5% | 3.8% | -0.3% | -1.8% | -28.3%[46 µM] | -0.2% | i
Cc1cccc(C(=O)N=c2c(C#N)cc3c(=O)n4cccc(C)c4nc3n2Cc2ccco2)c1 | ? | -17.1% | ? | -11.7% | 3.7% | -5.6% | 82.4%[activator] | ?
CCCCC/C=C\C/C=C\C/C=C\C/C=C\CCCCCC(=O)NC(C)C(=O)O (stereo not drawn) | 2.8% | -0.7% | 7.0% | 5.9% | 4.9% | . | 2.2% | i
O=C(OCC(O)C(O)COC(=O)c1ccccc1)c1ccccc1 (stereo not drawn) | ? | -0.3% | 6.7% | -9.2% | 1.5% | -6.7% | -20.1% | 15.7%
Cc1ccc(C(C(=O)NC2CCCCC2)N(C(=O)c2csnn2)C2CCCC2)o1 (stereo not drawn) | -11.4% | 2.1% | -0.6% | . | -3.3% | -5.9% | 8.3% | i
CC(=O)N1CC2(NC(=O)c3ccccc3N2)c2ccccc21 (stereo not drawn) | ? | 6.1% | ? | . | 5.8% | . | 5.9% | i
Cc1cc(C)nc(NS(=O)(=O)c2ccc(NC(=O)CN3C(=O)c4ccccc4C3=O)cc2)n1 | 5.9% | -5.2% | 4.6% | -9.6% | -2.0% | -5.5% | -1.8% | -4.0%
